PTK2B oligo ant: Pyk2 (human) oligomerization antagonism; Q14289; Q293 cells, Pyk2 FERM NanoBiT luminescence; active compounds read low; z-score (the deposit names both 25 µM and 10 µM); hit rate 0.83% among 99,000; AID 1347419;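 active = Z-score of -3 or lower, scaled per plate to the spread of control and sample wells; inactive = z-score above -3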;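 also: negative z-score means lost luminescence so less FERM oligomerization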
Target sequence (Q14289 whole entry, looked up): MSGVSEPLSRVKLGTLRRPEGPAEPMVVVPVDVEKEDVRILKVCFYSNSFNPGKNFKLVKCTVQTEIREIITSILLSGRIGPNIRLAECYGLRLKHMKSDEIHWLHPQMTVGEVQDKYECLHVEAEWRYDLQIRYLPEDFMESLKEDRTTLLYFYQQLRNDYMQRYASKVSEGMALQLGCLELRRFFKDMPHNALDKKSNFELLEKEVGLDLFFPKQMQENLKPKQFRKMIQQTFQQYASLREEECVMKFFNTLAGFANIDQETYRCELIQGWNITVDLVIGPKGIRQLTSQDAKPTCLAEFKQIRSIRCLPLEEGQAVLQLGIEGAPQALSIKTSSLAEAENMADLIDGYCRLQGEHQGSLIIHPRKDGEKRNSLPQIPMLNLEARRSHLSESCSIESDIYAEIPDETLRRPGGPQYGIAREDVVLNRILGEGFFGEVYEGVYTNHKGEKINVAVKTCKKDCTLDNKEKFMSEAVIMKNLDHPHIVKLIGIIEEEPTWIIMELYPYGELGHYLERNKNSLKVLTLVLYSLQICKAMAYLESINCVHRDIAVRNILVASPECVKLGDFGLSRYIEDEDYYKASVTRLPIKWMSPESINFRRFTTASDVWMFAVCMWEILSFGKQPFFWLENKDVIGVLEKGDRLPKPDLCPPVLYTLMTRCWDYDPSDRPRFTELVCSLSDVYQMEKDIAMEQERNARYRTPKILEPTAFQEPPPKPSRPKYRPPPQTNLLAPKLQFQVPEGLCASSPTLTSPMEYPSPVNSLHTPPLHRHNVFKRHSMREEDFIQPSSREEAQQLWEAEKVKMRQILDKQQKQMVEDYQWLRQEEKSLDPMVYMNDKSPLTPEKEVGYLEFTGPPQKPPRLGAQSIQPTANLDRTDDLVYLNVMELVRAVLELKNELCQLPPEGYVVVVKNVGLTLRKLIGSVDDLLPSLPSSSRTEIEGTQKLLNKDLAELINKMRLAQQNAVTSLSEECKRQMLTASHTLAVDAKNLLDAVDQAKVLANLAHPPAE
PTPN22 act: increases human PTPN22 phosphatase activity; recombinant LYP, DiFMUP fluorescence; 0 = plate median, 100 = signal doubled; AID 697; activation, % at 2 µM; hit rate 0.11% among 96,000;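 active = activation at 2 µM above a set limit, the mean plus 5 SD, cut at about 37% in these data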
HUVEC tox IL1B: toxic to HUVEC cells under IL-1B stimulation. HUVEC cell count loss, Hoechst imaging, IL-1B stimulated. cell count reduction, % at 2 µM. hit rate 0.41% among 94,000;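 active = cell count reduction more than 3 SD above the screen-wide mean, cut at about 70% in these data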;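 also: normalized per plate to untreated control cells as the no-loss baseline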
ERa SRC1 inh: blocks coactivator binding to human estrogen receptor alpha; hit rate 1.7% among 86,000; TR-FRET ER-alpha LBD / SRC-1 peptide, estradiol-bound; AID 629; inhibition, % at 25.6 µM; in the data active = inhibition above about 50%;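 also: 0% = receptor plus peptide control and 100% = peptide only without receptor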
VCAM1 TNFa inh: reduces TNF alpha induced VCAM1 expression in HUVEC | HUVEC TNFa-induced VCAM-1 immunofluorescence, high-content imaging | inhibition, % at 2 µM | hit rate 0.48% among 95,000;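 active = inhibition above the batch mean plus 3 SD, with images confirmed as a hit by eye, cut at about 37% in these data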;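 also: 0% = TNF-stimulated DMSO wells and 100% = unstimulated control wells; not every result past the cut was called active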
PTPN22 inh 2: blocks human PTPN22 phosphatase activity; inhibition, % at 2 µM; hit rate 0.21% among 96,000; recombinant LYP catalytic domain, DiFMUP fluorescence; AID 640; Q9Y2R2;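 active = inhibition at 2 µM at or above a set limit, the screen mean plus 3 SD, cut at about 24% in these data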;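 also: 0% = DMSO with enzyme and 100% = enzyme fully blocked by orthovanadate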
cytoskel mod: alters cytoskeleton assembly in HUVEC cells; HUVEC TNFa F-actin phalloidin imaging, high content; hit rate 0.18% among 91,000; inhibition, % at 2 µM;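 active = inhibition above the batch mean plus 3 SD and confirmed as a hit by visual image inspection, cut at about 30% in these data, passing the limit was not always enough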; also: strong numbers were not always called active
TNFa cytotox: toxic to HUVEC cells under TNF alpha stimulation. cell count reduction, % at 2 µM. HUVEC TNFalpha-stimulated, Hoechst cell count, imaging. hit rate 0.17% among 93,000;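 active = cell count reduction exceeding the screen mean by over 5 SD, scaled to untreated wells per plate, cut at about 78% in these data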;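 also: cells counted after 24 h of TNF alpha exposure following the 1 h pretreatment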
FAK inh: inhibitors of human focal adhesion kinase; Q05397; hit rate 0.84% among 97,000; AID 727; biochemical FAK kinase activity assay; inhibition, %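 (tested at 7 µM)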; in the data active = inhibition above about 19%;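 also: 0% = DMSO and 100% = reference compound high control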
Numbers without * were called inactive; x = no result given; [ ] = remark or other dose.

structure	PTK2B oligo ant	PTPN22 act	HUVEC tox IL1B	ERa SRC1 inh	VCAM1 TNFa inh	PTPN22 inh 2	cytoskel mod	TNFa cytotox	FAK inh
CSc1nc(C)cc(SCC(=O)Nc2ccccc2)n1	0.08	3	12	-1	-56	-2	-5	-10	0
Cc1cc(C)n2c(SCc3cccs3)nnc2n1	0.17	-6	-8	x	-7	10	19	-15	-1
CCCCC(=O)Nc1nc(C)c(-c2csc(Nc3ccccc3OC)n2)s1	x	-2	4	x	8	6	-9	-1	-3
CCCc1cc(=O)n2[nH]c(SCc3ccccc3)nc2n1	-0.2	4	-62	4[fluorescence artefact?]	-6	-4	-10	-6	4
Cc1csc(SCC(=O)O)n1	0.02	-7	15	-4	12	5	-4	-9	-10
Cc1cccc(C(=O)N/N=C/c2ccc(OCC(=O)N3CCCCC3)cc2)c1	-0.79	-9	-46	x	12	12	-8	-1	2
Cc1cc(C(=O)OCC(=O)Nc2cc(C(F)(F)F)ccc2N2CCOCC2)c(C)o1	-1	7	-8	-6	8	-9	-14	-9	-3
COC(=O)C1=C(C)NC(=O)C1(NS(=O)(=O)c1ccc(C)cc1)C(F)(F)F (configuration not stated)	0.2	6	-23	3[fluorescence artefact?]	-14	-9	-3	-14	-2
O=C(Nc1nc(-c2ccccn2)cs1)C1CC1	x	-3	8	-3	9	2	8	-5	-7
CC(C)=CCC/C(C)=C/CC/C(C)=N/O	0.24	24	-12	1	-10	-27	-34	14	-2
COc1ccc(N2C(=O)CC2(/C=C/c2ccccc2OC)C(=O)NC2CCCC2)cc1 (configuration not stated)	-2.9	0	-26	29	-31	0	2	-23	-1
O=C(CN(CC1CCCO1)S(=O)(=O)c1ccc(S(=O)(=O)NC2CC2)cc1)Nc1ccccc1 (configuration not stated)	2.6	0	-27	3	7	-3	-2	0	-1
COc1ccc(-c2nc3n(n2)C(c2ccncc2)C(C(N)=O)=C(C)N3)cc1 (configuration not stated)	0.21	1	0	-10	1	-2	9	-21	-5
Cc1cc(C(=O)O)c(=O)[nH]c1C	0.31	2	29	-5	10	-4	-47	-12	-3
COC(=O)c1ccccc1NC(=O)NCc1ccccn1	1.2	-6	-13	-9	x	10	x	x	0
COc1cc(OC)c(C2C(C(=O)Nc3ccccc3)=C(C)Nc3ncnn32)cc1OC (configuration not stated)	-0.15	-7	-5	12	15	6	12	-23	7
CCOC(=O)c1ccc(NC(=O)CN2C(=O)C(=O)N(CC(C)C)C2=O)cc1	-0.09	15	9	x	-9	-17	-6	-18	-2
CCOc1ccc(CC2S/C(=N/c3ccccn3)NC2=O)cc1 (configuration not stated)	-0.98	4	-28	-57	13	-6	-10	-26	-3
O=C(NC1CCCCC1)C1CCN(S(=O)(=O)c2cccc3cccnc23)CC1	x	0	-55	-4	6	0	9	-6	1
CCN1CCN(C(=S)Nc2ccc([N+](=O)[O-])cc2)CC1	-0.08	-1	-16	x	6	4	9	5	-1
Cc1sc2nc(CN3CCCC3)nc(N3CCN(S(=O)(=O)c4cccs4)CC3)c2c1C	-0.24	-9	-13	12	1	10	6	-14	-3
c1ccc(C2(Cn3ccc4ccccc43)OCCO2)cc1	0.02	-5	-7	99*[fluorescence artefact?]	-3	11	-30	3	-3
CC(C)CCN1CC(C(=O)NCCC2=CCCCC2)CC1=O (configuration not stated)	0.61	2	21	-12	-5	-2	68*	-18	-5
O=c1[nH]c2cc(Br)cnc2nc1/C=C(\O)c1ccc(F)cc1	0.89	-10	-10	x	13	8	4	-10	2
COc1ccc(/C=C(\C#N)c2nc3ccc(C)cc3[nH]2)cc1Oc1ccc(C(F)(F)F)cc1[N+](=O)[O-]	x	-8	10	x	9	11	19	-4	4
COc1ccc(C2=NN(CN3C(=O)C(=O)c4ccccc43)C(c3ccc(C)cc3)C2)cc1 (configuration not stated)	-1.2	-6	-46	2	0	3	-14	-6	1
Cc1cc(C)cc(NC(=S)NC2CC3CCC(C2)N3Cc2ccco2)c1 (configuration not stated)	1.5	4	24	x	-10	-1	26	8	-1
CC(C)(C)c1cc(C(=O)O)n[nH]1	4	11	-8	1[fluorescence artefact?]	6	-8	-20	-18	-1
COc1ccc(CN2C(=O)CCC2(C)C(=O)NC2CCCCC2)c(OC)c1 (configuration not stated)	0.03	-6	17	1	-18	4	-1	0	7
CC1CN(C(=O)CN2C(=O)c3ccccc3S2(=O)=O)CC(C)O1 (configuration not stated)	0.06	6	18	-2	18	-7	18	-44	2
Cc1ccccc1CS(=O)(=O)Cc1ccc(C(=O)N2CCOCC2)o1	x	15	-11	x	-6	-18	6	-4	4
Cc1ccc(C(=O)N2CCC(C(N)=O)CC2)cc1C	0.05	8	10	-1	26	-13	-9	8	0
COc1cc(C(=O)N(Cc2ccc(N(C)C)cc2)C2CCS(=O)(=O)C2)cc(OC)c1OC (configuration not stated)	0.67	0	-76	-20	-6	-1	x	-13	-3
Cc1nn(Cc2ccc(C(=O)N3N=C(C(F)F)CC3(O)C(F)F)cc2)c(C)c1[N+](=O)[O-] (configuration not stated)	-0.14	9	-6	x	1	-5	-14	-4	-1
CCOc1ccc(C2C(C(=O)C3CC3)N3C=C(C#N)C=CC3C2(C#N)C#N)cc1 (configuration not stated)	x	1	-67	x	12	2	11	-26	2
CCn1c(=NC(=O)CSC(C)=O)sc2cc(F)ccc21	-0.47	9	-50	7	9	-8	-10	-11	2
COC(=O)c1sccc1-c1ccc(C(=O)Nc2cccc(Cl)c2)o1	-0.86	-8	-8	x	7	10	0	-14	26*
Cc1ccc(CN2CCN(C(=O)c3ccco3)CC2)cc1	0.73	6	8	-5	12	-6	2	-2	1
CCOc1nc(NC(C)C)nc(NC(C)C)n1	0.56	-4	-3	1	1	5	-8	-7	-1
CC1(C)CC(=O)C(C=NCCN2CCN(C(=S)Nc3ccccc3)CC2)=C(O)C1	0.02	11	-11	x	10	-8	-12	7	2
O=C(NCCc1ccccn1)C1CCCN(S(=O)(=O)Cc2ccccc2)C1 (configuration not stated)	-0.23	-3	-12	3	9	0	-7	-37	1
O=C(Nc1ccc(Cl)cn1)c1cnn2cccnc12	0.88	-2	-3	3	18	3	-18	10	6
CNC(=O)C1CCC(=O)N1Cc1ccc(C)cc1 (configuration not stated)	0.31	3	-20	x	6	1	-22	4	0
Clc1ccccc1Nc1c2c(nc3ncnn13)CCC2	0.58	-11	-45	-31[fluorescence artefact?]	-10	8	11	-5	-1
COc1ccc(OC)c(NC(=O)C2CC(=O)n3ncnc3N2)c1 (configuration not stated)	1.3	2	-52	-11	x	-3	x	x	0
C/C(=N/N1CCN(c2ccccn2)CC1)c1ccc([N+](=O)[O-])cc1	0.27	0	-7	x	-13	0	-22	1	-4
O=C(CN1CCOCC1)Nc1ccccc1C(=O)O	0.4	8	6	3[fluorescence artefact?]	-7	-6	3	-14	0
CCOC(=O)N1CCC(NC(=O)c2ccc3c(c2)N(Cc2ccc(C)cc2)CCS3)CC1	x	-5	-48	-1	9	5	9	-25	-6
CCOC(=O)c1csc(NC(=O)CSc2nnnn2CC)n1	0.33	0	-7	0	-9	-2	1	-38	3
CCCC(c1nnnn1Cc1cccs1)N1CCN(c2nc3ccccc3s2)CC1 (configuration not stated)	-3.5*	-2	-17	-7	1	1	18	-35	-3
Cc1ccc(S(=O)(=O)NC(C)C(c2cccs2)N2CCN(C)CC2)cc1 (configuration not stated)	0.03	2	-54	12	-15	-8	3	-12	0
Cc1occc1-c1nc(-c2ccccn2)no1	-0.05	-3	3	-13	-8	2	10	13	5
COc1ccc(Sc2nnc(-c3ccccc3)cc2C#N)cc1	-0.14	-10	1	0	14	12	x	-14	-3
CC1(c2ccccc2)CC2CC(c3ccccc3)N1O2 (configuration not stated)	0.76	-7	-5	4	-8	8	-2	-5	-1
